# Rab7 wt GTP bind: modulators of GTP binding to dog Rab7 wildtype GTPase | AID 758 | hit rate 0.055% among 190,000 | GTP binding activity (percent of control), % at 10 µM | GST-Rab7 beads, fluorescent GTP binding, flow cytometry; actives lie on both sides; untreated = 100%, excess cold GTP = 0%;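 active means fluorescent GTP binding to Rab7 beads changed by at least 20 points from the 100% baseline, either direction, mostly lower; inconclusive means compound itself probably fluorescent, or too few beads counted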;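 further: median green fluorescence of bound Bodipy-FL-GTP per Rab7 bead population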
# HRas wt GTP: human HRas wildtype GTP binding, change in either direction; GST-Ras wt beads, Bodipy-FL-GTP binding, flow cytometry; actives lie on both sides; GTP binding activity, % at 10 µM; hit rate 0.14% among 190,000; P01112;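 active means GTP binding activity at least 20% away from the 100% baseline, either lowered as inhibitor or raised as activator; inconclusive means flagged as likely green fluorescent, judged across all proteins in the well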;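 further: 0% = unlabeled GTP competition control and 100% = no-compound control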
# Target sequence (P01112 whole entry, looked up): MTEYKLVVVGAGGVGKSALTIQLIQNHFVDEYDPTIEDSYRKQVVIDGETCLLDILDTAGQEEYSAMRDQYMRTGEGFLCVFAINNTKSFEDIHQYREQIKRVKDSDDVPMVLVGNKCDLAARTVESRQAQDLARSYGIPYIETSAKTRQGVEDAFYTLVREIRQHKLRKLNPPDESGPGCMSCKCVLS
# Rab2A wt mod: changes GTP binding to wildtype dog Rab2A, up or down; P61105; GST-Rab2 wt beads, Bodipy-GTP binding, flow cytometry; GTP binding activity, % at 10 µM; hit rate 0.19% among 190,000;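 active means GTP binding activity at least 20 points away from 100%, either lowered or raised; inconclusive means signal likely due to the compound's own green fluorescence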;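 further: 0% = beads with excess unlabeled GTP and 100% = no-compound control corrected for plate trend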
# Mcl1-Bid inh: disrupts binding of human Mcl-1 to Bid peptide; Q07820; TR-FRET Mcl-1/Bid-Dy647 peptide binding, 1536-well; inhibition, % at 21.7 µM; hit rate 0.97% among 220,000;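 active means compounds that cut the binding signal by more than half at the single screening dose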;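 further: His-tagged Mcl-1 with europium anti-His antibody binding Bid BH3 peptide; 0% = Mcl-1 plus peptide wells and 100% = peptide-only wells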
# Target sequence (Q07820 whole entry, looked up): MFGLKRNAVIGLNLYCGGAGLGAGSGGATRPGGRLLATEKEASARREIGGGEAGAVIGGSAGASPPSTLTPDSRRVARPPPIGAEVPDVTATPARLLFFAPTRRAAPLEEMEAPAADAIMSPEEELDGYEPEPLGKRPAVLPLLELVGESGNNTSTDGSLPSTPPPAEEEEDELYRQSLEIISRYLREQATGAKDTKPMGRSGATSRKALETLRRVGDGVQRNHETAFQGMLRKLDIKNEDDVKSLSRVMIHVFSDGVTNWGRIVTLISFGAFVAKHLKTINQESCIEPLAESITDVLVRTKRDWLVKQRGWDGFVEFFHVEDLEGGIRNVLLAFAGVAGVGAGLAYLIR
# Cdc42 wt GTP: changes GTP binding to wildtype human Cdc42. P60953. GST-Cdc42 beads, Bodipy-GTP binding, flow cytometry; actives lie on both sides. percent activity (GTP binding), % at 10 µM. hit rate 0.2% among 190,000. AID 761;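 active means percent activity GTP binding at least 20 points away from the 100% baseline, either down as inhibitor or up as activator; inconclusive means compound flagged as likely green fluorescent from well-wide comparison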;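 further: median bead fluorescence of bound Bodipy-FL-GTP at 100 nM; 0% = excess unlabeled GTP control and 100% = no compound control; below 100% means less GTP binding so inhibitor and above means activator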
# Target sequence (P60953 whole entry, looked up): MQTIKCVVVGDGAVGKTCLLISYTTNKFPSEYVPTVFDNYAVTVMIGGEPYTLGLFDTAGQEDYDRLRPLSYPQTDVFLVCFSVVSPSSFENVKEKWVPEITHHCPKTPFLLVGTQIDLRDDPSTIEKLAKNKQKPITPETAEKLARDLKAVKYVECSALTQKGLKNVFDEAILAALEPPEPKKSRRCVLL
# Rac1 mut GTP: human Rac1 activated mutant GTP binding change. AID 764. percent activity (GTP binding), % at 10 µM. hit rate 0.11% among 190,000. GST-Rac1 activated beads, fluorescent GTP binding, flow cytometry; actives lie on both sides; 100% means binding = to untreated wells. P63000;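 active means GTP binding at least 20 percentage points away from the 100% baseline, in either direction, so actives lie on both sides; inconclusive means Compound likely fluorescent itself, or too few beads counted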
# Avidin fluor: compound fluoresces at 488/530 nm on avidin beads. hit rate 0.38% among 220,000. fluorescence (KMESF) at 10 µM. compound fluorescence 488/530 nm, flow cytometry; active compounds read high. AID 1775; in the data active means fluorescence above about 47; further: inactives centre near 10
# Pf gamet viab: P. falciparum stage V gametocyte viability inhibition. P. falciparum stage V gametocytes, ATP luminescence, 24 h. inhibition, % at 10.9 µM. hit rate 0.065% among 150,000. AID 743093;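 active means inhibition above the mean plus 3 SD of compounds within the control limits, set per campaign, cut at about 38% in these data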;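 further: 0% = DMSO wells and 100% = medium only without gametocytes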
# Mcl-1 Bim block: human Bim-Mcl-1 interaction inhibition | Q07820 | inhibition, % at 10 µM | Bead-based flow cytometry, Bim peptide-Mcl-1 binding | hit rate 0.1% among 190,000 | AID 1009; in the data active means inhibition above about 40%;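 further: 0% = no compound tracer wells and 100% = peptide blocker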
# Mcl1 Noxa PPI: disrupts binding of human Mcl-1 to Noxa peptide; inhibition, % at 21.7 µM; Q07820; AID 1022; TR-FRET Mcl-1/Noxa peptide binding, 2 h; hit rate 1.5% among 220,000;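 active means compounds that cut the protein-peptide binding signal by more than 50% relative to plate controls in a single-dose test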;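 further: His-tagged Mcl-1 with rhodamine Noxa BH3 peptide and terbium anti-His antibody; 0% = Mcl-1 plus Noxa peptide wells and 100% = peptide-only wells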
# Rac1 wt modul: alters GTP binding to wildtype human Rac1 | P63000 | GST-Rac1 beads, fluorescent GTP binding, flow cytometry; actives lie on both sides; 0 = cold GTP competed, 100 = untreated | GTP binding activity (% of control), % at 10 µM | hit rate 0.27% among 190,000 | AID 757;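 active means GTP binding activity at least 20 points away from the 100% control level, either lower or higher; inconclusive means compound flagged as likely green fluorescent, judged across all proteins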
# Active calls of the source: *; ? = inconclusive; . = not tested or not shown.
SMILES	Pf gamet viab	Rab2A wt mod	Mcl1 Noxa PPI	Mcl-1 Bim block	Rac1 wt modul	Mcl1-Bid inh	Rac1 mut GTP	Rab7 wt GTP bind	Cdc42 wt GTP	Avidin fluor	HRas wt GTP
Cc1cccc(N2CCN(C(=O)c3cc(C)oc3C)CC2C)c1 (centres undefined)	9	99	15	-2	102	-57	99	104	100	18	99
COc1ccc(NC(=O)N2CCCC2)cc1OC	-23	107	-2	0	110	-9	102	107	107	13	104
Cc1onc(-c2ccccc2)c1C(=O)Nc1cccc(OC(C)C)c1	.	100	8	-1	100	-6	97	97	100	8	99
Cc1cc(Cl)ccc1N=C1N=C(N)c2ccccc21	14	99	18	-4	101	8	99	99	102	8	99
O=C(c1cncc(Br)c1)N1CCN(c2ccc(N3CCOCC3)nn2)CC1	.	98	-11	-1	100	-29	98	99	96	6	97
CC(=O)C1=C(C)Nc2ncnn2C1c1ccc(Cl)cc1 (centres undefined)	.	98	-6	-1	99	-20	93	97	97	15	99
Cc1ccc(C)c(NC(=S)Nc2ccc(S(=O)(=O)Nc3ncccn3)cc2)c1	14	98	11	-1	99	-55	98	101	97	0	94
CCOC(=O)CNC(=O)Cn1c(C)cc2ccccc2c1=O	18	99	-9	-7	102	2	96	99	101	27	99
CC(=O)N[C@@H](Cc1c[nH]c2ccccc12)C(=O)OCC(=O)Nc1ccc(Cl)c(S(=O)(=O)N(C)C)c1	5	?	6	2	?	-54	?	?	?	9	?
CN(C(=O)c1ccno1)c1nnc(-c2ccccn2)s1	-15	99	-1	0	108	-33	100	101	106	23	102
c1ccc(-c2csc(N3CCSCC3)n2)cc1	-9	99	8	-3	101	-30	100	99	102	13	98
Nc1ccc2c(c1)Oc1ccccc1C=C2	2	?	4	0	?	-32	?	?	?	5	?
CCOc1cccc2cc(C(=O)N3CCc4ccccc43)c(=O)oc12	.	101	1	-4	103	4	97	97	99	16	99
Cc1nc2c(s1)sc1ccccc12	.	95	2	-6	93	0	91	95	95	13	94
COc1ccc(C(=O)n2nc(C)cc2C)cc1OC	7	93	19	4	90	-4	93	94	90	15	95
Cc1ccc(C(=O)OC2CCCN(C)C2)cc1 (centres undefined)	4	98	12	1	98	-11	96	96	96	13	95
CCOC(=O)N1CCN(C(=O)c2ccc3c(=O)n(CCC4=CCCCC4)c(=S)[nH]c3c2)CC1	.	106	-19	-2	105	-40	101	104	98	8	106
CC(=O)OCCNC(=O)c1cc2ccccc2oc1=O	5	100	10	-1	99	9	97	100	102	8	101
C[C@@H](C(=O)NCC1CC1)[C@H]1C[C@]1(C)[C@H](NC(=O)OCc1ccccc1)c1ccccc1	.	99	-3	0	100	0	98	97	98	10	99
O=C(CSc1ccccc1)Nc1ccncc1	19	94	11	-2	93	-12	95	96	97	8	97
CSc1ccccc1-c1nnc(-c2ccc(C)cc2)o1	-13	98	-4	0	99	-1	97	102	100	7	101
CN(C)C(=O)c1cn(-c2ccccc2)nc1-c1cccc([N+](=O)[O-])c1	6	98	10	0	100	-10	97	101	97	9	99
CCOCCOC(=O)C1=C(C)NC2=C(C(=O)CC(c3cccs3)C2)C1c1ccsc1 (centres undefined)	.	99	18	-3	99	-29	97	97	103	15	101
COc1ccc(Cn2c(C)c(C)c(C#N)c2NC(=O)Nc2cccc(Cl)c2)cc1	-38	100	6	-2	101	-20	97	101	97	13	100
CC(=O)Cc1nsc(NC(=O)c2cc(-c3ccccc3Cl)oc2C)n1	.	99	15	0	104	2	99	98	100	7	98
COC(=O)CNC(=O)C1CCN(C(=O)OCc2ccccc2)CC1	-9	102	3	-3	102	-16	99	100	101	8	100
Cc1ccc2nsnc2c1NC(=O)c1ccc([N+](=O)[O-])cc1	.	96	13	0	99	-8	95	102	96	12	97
O=C(NCCc1ccccc1)C1CCN(C(=O)NCc2ccccc2)CC1	.	102	2	-3	105	3	101	105	105	22	105
CC(C)CC(=O)NS(=O)(=O)c1ccc(N)cc1	5	100	6	0	109	4	101	99	102	5	104
COc1ccc(NC(=O)Cn2nc(C(F)(F)F)c3c2CCCC3)cc1OC	.	100	7	-3	101	5	97	98	98	4	97

# Additional compounds follow:
SMILES	Pf gamet viab	Rab2A wt mod	Mcl1 Noxa PPI	Mcl-1 Bim block	Rac1 wt modul	Mcl1-Bid inh	Rac1 mut GTP	Rab7 wt GTP bind	Cdc42 wt GTP	Avidin fluor	HRas wt GTP
CCN1c2cccc3cccc(c23)S1(=O)=O	.	98	-1	-3	99	-3	97	98	100	21	98
COc1cc(/C=N/NC(=O)CCN2CCN(Cc3ccccc3)CC2)cc(OC)c1OC	-13	101	1	-6	100	-11	101	97	99	12	100
O=C(CN1CCCc2ccccc21)N/N=C/c1ccccc1	1	97	5	-7	102	-20	98	101	101	8	99
Cc1[nH]c2ccccc2c1C(=O)COC(=O)C(C)C	.	102	8	2	102	6	100	101	104	10	102
O=C(O)CCc1ccc(-c2ccccc2)n1-c1cccc(O)c1	0	97	25	3	99	-66	97	96	102	5	98
O=[N+]([O-])c1cc(Cl)ccc1-c1nc(-c2ccccc2)no1	-10	92	11	-3	98	11	96	96	98	9	94
COCCNC(=O)CN(C(=O)CCC(=O)Nc1cc(C)on1)c1ccc(C)cc1C	.	94	-10	-2	95	-3	93	99	97	35	98
COc1ccnc(Oc2ccc(C)cc2)c1C#N	.	93	-2	-4	96	-12	93	93	95	32	96
COc1cc2cc(CN(CCCN3CCOCC3)C(=O)Nc3ccc(F)cc3)c(=O)[nH]c2cc1OC	6	95	5	0	99	-6	95	96	97	8	96
COc1cc(C(=O)Nc2ccc(-c3nc4cc(C)ccc4o3)c(O)c2)cc(OC)c1OC	.	102	-36	-1	102	-18	99	102	100	5	101
O=[N+]([O-])c1ccc(N/N=C/c2ccc(OCc3cccc4ccccc34)cc2)nc1	.	104	31	0	104	13	98	108	97	8	102
O=C(O)COc1c(-c2ccco2)oc2ccccc2c1=O	-1	95	15	-3	99	-4	96	97	98	15	97
C/C(Cn1nnc([N+](=O)[O-])n1)=N\NC(=O)c1ccncc1	6	102	-6	-2	106	-11	100	108	102	10	103
O=C(O)/C=C/C(=O)Nc1ccc(OC(F)F)cc1	8	98	8	0	97	-5	95	104	97	11	97
CS(=O)(=O)NCCOc1ccc(S(=O)(=O)NCCOc2ccccc2)cc1	11	96	3	1	100	-14	95	103	91	10	97
O=C(N/N=C/c1cn(-c2ccccc2)nc1-c1cccnc1)c1cccnc1	.	98	-5	2	97	5	96	107	95	62*	96
CCOc1ccc(NC(=S)Nc2ccccc2C2(C)CC2)cc1	11	94	5	0	100	-23	89	107	93	10	95
O=C(Nc1ccc(C(=O)N2CCOCC2)cc1)c1cccs1	.	105	-3	0	114	-10	102	103	104	9	103
CCCc1nnc(SCc2ccc(OC)cc2)n1N	.	104	20	-2	109	-31	102	102	104	15	103
Cc1ccc(C)c(C(=O)OCC(=O)Nc2cccc(S(=O)(=O)NC3=NCCCCC3)c2)c1	-17	95	2	0	93	-9	94	100	94	5	95
COc1ccc(NC(=S)NNC(=O)CCn2cc([N+](=O)[O-])cn2)cc1	13	98	-1	-6	99	-26	98	99	99	9	98
O=C(/C=C/c1ccc2c(c1)OCO2)NCc1ccco1	1	102	3	-5	107	-20	101	102	103	10	102
c1ccc2c(c1)oc1c(NCCCN3CCOCC3)ncnc12	.	98	13	-1	100	-7	98	99	102	13	100
COC(=O)Cn1cnc(=O)c(C#N)c1/C=C/N(C)C	.	103	12	-2	106	-33	99	103	103	10	101
c1ccc(-c2nc3nonc3nc2-c2ccccc2)cc1	24	105	1	-1	105	10	101	102	104	6	103
COc1ccc(Cl)cc1N1CC(C(=O)Nc2nccs2)CC1=O (centres undefined)	.	99	39	0	111	-20	98	102	105	6	105
CCOc1ccc(/C=C/C(=O)C(C(N)=O)=C2SCCS2)cc1	-16	100	10	15	101	-12	99	96	97	12	100
CCC(CO)[n+]1c(C)cc(/C=C2\Sc3ccccc3N2Cc2ccccc2)cc1C (centres undefined)	15	97	11	-1	101	-25	100	101	100	13	99
O=C(CSc1nnc(Nc2ccccc2)s1)Nc1cccnc1Cl	-34	98	9	-6	100	-11	97	97	99	14	100
O=C(C1CCCN(S(=O)(=O)c2cccc3cccnc23)C1)N1CCN(c2ccc(F)cc2)CC1 (centres undefined)	.	102	13	0	105	-12	100	101	101	7	101

# 6 structures out of the list, sorted by SMILES length, high to low:
SMILES	Pf gamet viab	Rab2A wt mod	Mcl1 Noxa PPI	Mcl-1 Bim block	Rac1 wt modul	Mcl1-Bid inh	Rac1 mut GTP	Rab7 wt GTP bind	Cdc42 wt GTP	Avidin fluor	HRas wt GTP
COc1cc(C(=O)Nc2ccc(-c3nc4cc(C)ccc4o3)c(O)c2)cc(OC)c1OC	.	102	-36	-1	102	-18	99	102	100	5	101
Cc1ccc(C)c(NC(=S)Nc2ccc(S(=O)(=O)Nc3ncccn3)cc2)c1	14	98	11	-1	99	-55	98	101	97	0	94
CCOc1ccc(/C=C/C(=O)C(C(N)=O)=C2SCCS2)cc1	-16	100	10	15	101	-12	99	96	97	12	100
CCOc1ccc(NC(=S)Nc2ccccc2C2(C)CC2)cc1	11	94	5	0	100	-23	89	107	93	10	95
O=C(/C=C/c1ccc2c(c1)OCO2)NCc1ccco1	1	102	3	-5	107	-20	101	102	103	10	102
CC(=O)OCCNC(=O)c1cc2ccccc2oc1=O	5	100	10	-1	99	9	97	100	102	8	101

# Following part.
SMILES	Pf gamet viab	Rab2A wt mod	Mcl1 Noxa PPI	Mcl-1 Bim block	Rac1 wt modul	Mcl1-Bid inh	Rac1 mut GTP	Rab7 wt GTP bind	Cdc42 wt GTP	Avidin fluor	HRas wt GTP
CCNc1nc(SCCOc2ccc(C)cc2)nc(N(C)C)n1	11	100	-2	-5	100	4	99	96	102	16	100
C/C=C(\CS(=O)(=O)c1ccccc1)S(=O)(=O)c1ccccc1	25	97	1	2	101	7	95	101	96	16	97
CCc1nc2ccccc2c(C(=O)Oc2cccc3cccnc23)c1C	-10	97	-12	0	97	6	96	98	99	17	98
Cc1cc(N(C)C)c(C#N)c(=O)[nH]1	.	97	6	-3	98	-19	95	100	98	13	97
